Source: PubChem (several laboratories)
PriA SSB inh: inhibitors of Klebsiella pneumoniae PriA binding to SSB C-terminal tail, primary screen, biochemical, AlphaScreen; PriA–SSB C-terminal tail interaction (Klebsiella pneumoniae); AlphaScreen SSBct-PriA binding, biotinylated peptide; AID 1272365, 2023; inhibition, % at 33 µM; 430,000 compounds, 0.6% hits; in the data active means inhibition mostly above about 37%, no sharp cut-off; inactive means mostly below about 20%;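 further: plate controls were negative control peptide for no effect and reference peptide for full effect; strong numbers were not always called active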
TcdB GH inh: TcdB glycohydrolase inhibitors, primary screen, biochemical, single point, plate reader; Toxin B (Clostridioides difficile), P18177; inhibition, % at 9.99 µM; 350,000 compounds, 0.24% hits; TcdB glycohydrolase enzymatic assay; in the data active means inhibition above about 10%
Target sequence (P18177 whole entry, looked up): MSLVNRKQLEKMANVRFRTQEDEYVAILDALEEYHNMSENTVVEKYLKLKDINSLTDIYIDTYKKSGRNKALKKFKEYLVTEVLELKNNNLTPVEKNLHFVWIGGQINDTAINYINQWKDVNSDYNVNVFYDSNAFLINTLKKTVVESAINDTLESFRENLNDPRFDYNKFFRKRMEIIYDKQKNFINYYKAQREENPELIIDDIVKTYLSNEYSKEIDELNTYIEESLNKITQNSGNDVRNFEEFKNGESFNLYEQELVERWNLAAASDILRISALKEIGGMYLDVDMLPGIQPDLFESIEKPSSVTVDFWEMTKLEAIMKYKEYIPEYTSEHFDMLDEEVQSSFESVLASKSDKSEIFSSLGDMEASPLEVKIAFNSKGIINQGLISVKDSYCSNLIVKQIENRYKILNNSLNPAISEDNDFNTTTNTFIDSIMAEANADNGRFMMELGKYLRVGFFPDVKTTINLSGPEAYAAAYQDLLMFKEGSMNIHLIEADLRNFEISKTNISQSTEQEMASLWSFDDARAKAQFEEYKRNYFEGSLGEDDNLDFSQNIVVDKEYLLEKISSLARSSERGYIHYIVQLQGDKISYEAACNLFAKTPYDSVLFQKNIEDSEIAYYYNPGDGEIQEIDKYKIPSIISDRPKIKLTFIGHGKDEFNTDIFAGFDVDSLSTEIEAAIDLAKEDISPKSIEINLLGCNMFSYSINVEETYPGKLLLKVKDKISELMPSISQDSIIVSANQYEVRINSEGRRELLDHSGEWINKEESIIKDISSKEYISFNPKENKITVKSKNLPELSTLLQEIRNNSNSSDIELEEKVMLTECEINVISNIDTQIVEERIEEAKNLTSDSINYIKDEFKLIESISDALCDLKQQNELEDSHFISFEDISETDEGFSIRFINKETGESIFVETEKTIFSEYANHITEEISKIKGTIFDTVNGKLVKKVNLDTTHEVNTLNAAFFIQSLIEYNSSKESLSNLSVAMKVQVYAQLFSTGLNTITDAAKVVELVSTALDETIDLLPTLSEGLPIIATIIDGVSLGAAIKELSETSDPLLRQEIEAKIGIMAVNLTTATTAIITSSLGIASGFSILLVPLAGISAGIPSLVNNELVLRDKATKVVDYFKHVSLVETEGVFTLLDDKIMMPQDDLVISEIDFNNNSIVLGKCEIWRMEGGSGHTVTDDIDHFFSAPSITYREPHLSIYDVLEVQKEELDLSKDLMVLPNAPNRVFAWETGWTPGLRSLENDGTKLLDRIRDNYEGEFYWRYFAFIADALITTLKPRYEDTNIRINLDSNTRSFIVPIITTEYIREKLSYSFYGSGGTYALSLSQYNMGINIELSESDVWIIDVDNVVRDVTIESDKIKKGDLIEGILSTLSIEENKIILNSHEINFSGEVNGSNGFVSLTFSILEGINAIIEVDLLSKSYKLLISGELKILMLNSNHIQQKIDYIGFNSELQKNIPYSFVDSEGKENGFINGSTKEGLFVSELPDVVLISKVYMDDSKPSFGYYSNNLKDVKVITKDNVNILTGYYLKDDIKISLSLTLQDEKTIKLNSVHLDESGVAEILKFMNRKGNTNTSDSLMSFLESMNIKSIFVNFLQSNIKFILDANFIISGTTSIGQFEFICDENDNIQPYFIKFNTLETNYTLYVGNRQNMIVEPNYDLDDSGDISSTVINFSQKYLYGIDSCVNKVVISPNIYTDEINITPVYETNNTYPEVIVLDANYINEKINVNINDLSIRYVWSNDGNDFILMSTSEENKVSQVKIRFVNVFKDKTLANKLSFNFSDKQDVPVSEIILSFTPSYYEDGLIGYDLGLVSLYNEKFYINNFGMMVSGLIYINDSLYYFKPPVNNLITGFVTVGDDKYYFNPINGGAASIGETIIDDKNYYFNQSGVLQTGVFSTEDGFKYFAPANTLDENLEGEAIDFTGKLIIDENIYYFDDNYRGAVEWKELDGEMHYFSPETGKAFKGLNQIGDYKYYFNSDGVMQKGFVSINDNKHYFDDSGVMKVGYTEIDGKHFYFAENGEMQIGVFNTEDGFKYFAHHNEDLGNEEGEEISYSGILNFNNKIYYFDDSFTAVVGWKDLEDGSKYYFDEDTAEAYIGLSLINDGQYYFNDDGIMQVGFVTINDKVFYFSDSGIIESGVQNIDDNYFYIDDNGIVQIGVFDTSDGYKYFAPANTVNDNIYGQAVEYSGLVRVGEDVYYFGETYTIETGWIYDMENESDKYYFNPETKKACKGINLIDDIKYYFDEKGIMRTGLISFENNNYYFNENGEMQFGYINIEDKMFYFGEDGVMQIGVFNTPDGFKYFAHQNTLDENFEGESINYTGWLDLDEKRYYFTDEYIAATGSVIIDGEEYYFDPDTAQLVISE
DUSP3 inh: VHR1 phosphatase inhibitors, primary screen, biochemical, absorbance, uHTS | Dual specificity protein phosphatase 3 (Homo sapiens), P51452 | recombinant VHR phosphatase, pNPP absorbance | inhibition, % at 13.3 µM | 290,000 compounds, 0.52% hits | AID 1654, 2009; in the data active means inhibition above about 50%; further: some compounds called inactive have numbers as strong as hits
BoNT A protease: BoNT/A light chain protease inhibitors, primary screen, biochemical, flow cytometry, MLPCN library; inhibition, % at 10 µM; multiplex microsphere protease substrate cleavage; Botulinum neurotoxin type A light chain protease (Clostridium botulinum A str. ATCC 3502); 360,000 compounds, 0.17% hits; AID 588499, 2011; further: plate controls were buffer without enzyme for full effect and enzyme alone for no effect
PfHsp40 yeast: rescue of yeast from PfHsp40 toxicity, primary screen, S. cerevisiae, ATP luminescence; S. cerevisiae expressing PfHsp40, growth rescue; growth rescue, % at 12.5 µM; 340,000 compounds, 0.68% hits; AID 504582, 2011; in the data active means growth rescue above about 28%, passing the limit was not always enough; inconclusive means no clear call, values can overlap the other calls;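 further: yeast W303a lacking pdr1 and pdr3 grown in galactose medium; growth measured after three days at 30 °C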
CCHFV vOTU inh: CCHFV vOTU protease inhibitors, primary screen, biochemical, Pep-AMC substrate, fluorescence | inhibition, % at 11.5 µM | AID 651958, 2012 | 370,000 compounds, 0.55% hits | Crimean-Congo hemorrhagic fever virus L polyprotein viral ovarian tumor (vOTU) protease …; in the data active means inhibition above about 30%; further: 0% = vehicle wells with enzyme and 100% = no enzyme wells
Anthrax LF prot: Bacillus anthracis LF protease inhibitors, primary screen, biochemical, multiplex microsphere, MLPCN library | 360,000 compounds, 0.12% hits | inhibition, % at 10 µM | multiplex microsphere protease cleavage assay | AID 588501, 2011; further: plate controls were buffer without enzyme for full effect and enzyme alone for no effect
Yp Topo-I inh: Yersinia pestis topoisomerase I inhibitors, primary screen, biochemical, cleavage product accumulation, plate reader, single point | Y. pestis Topo-I cleavage product accumulation | activity, % at 10 µM | 360,000 compounds, 0.064% hits | AID 504884, 2011; in the data active means activity above about 50%, passing the limit was not always enough; inconclusive means no clear call, values can overlap the other calls; further: inactives centre near 2
Vc quorum ag: inducers of Vibrio cholerae quorum light production without autoinducers, primary screen, BH1578 luxS cqsA deficient, single point; V. cholerae BH1578 lux reporter, luminescence, 6 h; activation, % at 18.7 µM; 350,000 compounds, 0.16% hits; AID 588436, 2011; in the data active means activation mostly above about 9.7%, no sharp cut-off; inconclusive means no clear call, values can overlap the other calls; inactive means mostly below about 3.7%; further: not every result past the cut was called active; inactives centre near 0; reference of the scale not given here
3CLpro inhibitor: SARS-CoV 3CLpro protease inhibitors, primary screen, biochemical, quenched FRET | recombinant SARS-CoV 3CLpro, quenched FRET peptide cleavage | Replicase polyprotein 1ab (Severe acute respiratory syndrome coronavirus), P0C6X7 | AID 1706, 2009 | 290,000 compounds, 0.14% hits | inhibition, % at 6 µM; in the data active means inhibition above about 12%
* hit, by the source's call; i = inactive; ? = inconclusive; / = no result given; & = joins results of further samples. Unless noted, no stated cut-off is given here; in the data, active means inhibition above about 30%; inconclusive means no clear call, values can overlap the other calls; inactive means below that. Not all compounds are listed; the hit share may differ from the screen's.

SMILES	PriA SSB inh	TcdB GH inh	DUSP3 inh	BoNT A protease	PfHsp40 yeast	CCHFV vOTU inh	Anthrax LF prot	Yp Topo-I inh	Vc quorum ag	3CLpro inhibitor
COc1ccccc1OCCN1C(=O)S/C(=C\c2ccco2)C1=O	-14.4	/	9.5	0.3	2.8	6.8	-9.3	-5.9	i	4.5
Nn1cnn(Cc2ccccc2)c1=S	-13.7	/	10.8	0.3	-0.2	0.0	1.1	-6.8	i	2.7
COc1ccc(CCNC(=O)CNC(=O)c2ccccc2Br)cc1OC	2.2	0.5	-14.9	-1.3	-0.5	3.1	-11.2	-1.2	i	2.1
COc1ccccc1/C=C/C=N/n1c(-c2ccncc2)n[nH]c1=S	/	/	1.7	0.1	-0.8	-8.6	3.7	3.4	-0.3	0.4
Cc1ccc(SCC(=O)Nc2ccc3c(c2)OCCO3)cc1	-18.1	/	-1.2	0.6	-0.4	18.2	-0.4	5.4	-0.2	2.0
Cc1ccc(C(C)C)cc1S(=O)(=O)Nc1ccncc1	-17.5	1.1	-13.7	-7.6	1.5	2.7	13.4	10.7	i	1.9
CN(C)S(=O)(=O)c1cccc(NC(=O)CNCC2CCCCC2)c1	-3.2	0.7	23.3	-0.1	-0.4	-8.3	-1.4	7.0	-0.2	-0.2
COc1ccc(O)c(C(=O)c2cnc3c(c2)c(=O)[nH]c(=O)n3C)c1	-4.6	/	-2.7	-0.6	-1.1	-9.1	-2.4	2.1	-0.6	2.3
Cc1cc(=O)[nH]c2ccc(Cl)cc12	-14.0	/	26.1	1.1	0.7	5.0	-0.3	-8.0	-0.2	4.7
O=C(COC(=O)CN1C(=O)NC2(CCCC2)C1=O)Nc1ccccc1C(F)(F)F	-8.2	2.3	/	-38.8	0.0	0.3	-11.5	-2.8	-14.3	/
CCn1nc(NC(=O)c2ccco2)c2cc3ccc(C)cc3nc21	-30.6	/	25.2	0.3	1.6	-17.8	-4.3	13.4	2.2	-3.3
C/C=N/NC(=O)CCNC(=O)c1ccccc1	/	/	11.5	0.3	-0.7	5.2	-0.4	-2.5	-0.4	3.0
COc1ccc(/C=N\NC(=O)c2ccccc2F)cc1COc1ccc(F)cc1	/	1.1	1.8	3.1	-0.4	25.0	-1.4	26.5	0.1	7.0
C/C=C/C(=O)OCC(=O)Nc1ccc(SC(F)F)cc1	-1.1	1.5	36.9	0.2	0.5	-8.4	-0.6	-3.3	6.7	3.0
COc1ccc(Cl)cc1C(=O)NNC(=O)c1nn(C)c(=O)c2ccccc12	1.9	1.0	/	?	1.5	-3.7	?	5.3	-0.4	/
COc1ccc(-n2nc(C(=O)NCC(=O)N3CCN(C)CC3)c3ccccc3c2=O)cc1	-0.3	-2.0	-2.7	1.7	0.5	-3.6	-8.7	3.6	0.6	1.7
CCCc1nc2c3ccccc3ccn2c1CC(C)(C)C	/	-10.7	/	0.7	/	19.2	0.0	/	/	/
CCn1cc(C(=O)NCCc2ccccc2)c(=O)c2cc(S(=O)(=O)N(C)C)ccc21	-2.5	0.4	-9.3	0.0	-2.3	-9.6	-10.8	2.9	-0.6	-8.0
COc1ccc(NS(=O)(=O)c2c(C)n(C)c(=O)n(C)c2=O)cc1OC	-1.2	-10.3	41.8	-0.3	-1.0	-3.3	-9.5	-11.1	-1.6	-4.0
O=C(NCCN1CCN(c2ccccc2)CC1)c1ccc2c(c1)[nH]c(=S)n1c3ccccc3nc21	-3.4	2.1	14.1	0.0	0.7	-6.5	-2.0	9.4	0.4	-1.5
CCNc1nc(SCc2ccccc2)nc(N2CCOCC2)n1	-27.4	/	14.5	0.3	-1.4	11.4	-6.0	21.3	i	0.6
Cc1cnnc2c1-c1no[n+]([O-])c1CC2	4.7	/	3.6	-0.5	-0.6	-2.0	-1.2	2.8	-0.5	-1.9
CCNC(=O)C1(C)CCCN(C(=O)c2cc3ccccc3s2)C1 (stereo unspecified)	/	-2.8	/	-0.3	/	16.8	-5.6	7.5	-0.5	/
O=C1NC2(CCCCC2)C(=O)N1/N=C/c1ccc(O)cc1O	/	/	14.5	-1.1	-1.5	8.8	2.0	1.4	0.2	-4.8
O=C(/C=C/c1ccc(S(=O)(=O)N2CCOCC2)cc1)NCCCn1ccnc1	-0.9	0.9	32.4	-1.5	-1.0	-18.9	0.6	2.1	-0.2	3.8

Next entries
SMILES	PriA SSB inh	TcdB GH inh	DUSP3 inh	BoNT A protease	PfHsp40 yeast	CCHFV vOTU inh	Anthrax LF prot	Yp Topo-I inh	Vc quorum ag	3CLpro inhibitor
Cc1cc(Nc2cc(C(=O)O)ccc2C)n2ncnc2n1	-4.9	2.4	-20.3	-0.6	0.2	13.6	4.9	1.4	-0.2	1.5
COc1ccccc1NC(=O)CSc1nnnn1-c1ccccc1F	-10.0	-0.2	9.8	-0.3	0.6	-11.8	-8.4	8.2	-0.3	0.7
O=C(NC(=O)N1CCN(c2cccc(Cl)c2)CC1)c1ccc(Cl)cc1	-0.4	-1.5	12.5	1.5	10.1	2.0	-2.6	-4.5	i	-1.8
CCc1ccc(C(=O)Nn2c(C)nc3ccccc3c2=O)cc1	-14.4	6.6	23.6	-0.4	-1.8	-4.3	-8.1	-4.6	-0.6	0.0
CN(C)CCN1C(=O)C(=O)/C(=C(/O)c2ccc(OCc3ccccc3)cc2)C1c1ccncc1 (stereo unspecified)	/	/	31.8	-0.7	-1.3	0.7	-6.8	-1.9	i	1.5
COc1ccc(C(=O)NC(C)c2nc3ccccc3n2C)cc1OC (stereo unspecified)	-15.8	/	-13.2	-0.2	0.9	-8.3	-2.0	6.6	/	2.5
c1ccc(-c2nnc(SCC3CCCCO3)nc2-c2ccccc2)cc1 (stereo unspecified)	-6.2	1.1	38.6	-1.2	0.3	4.7	-1.7	9.0	-0.3	4.5
CCC(C)NC(=O)C1CCCN(C(=O)NC2CCCCC2)C1 (stereo unspecified)	-1.3	/	2.2	-2.3	-1.9	1.1	0.3	-0.8	i	0.7
CCOC(=O)c1c(NC(=O)Cc2ccccc2)sc2c1CCN(CC)C2	13.0&-1.1	1.0	25.2	-0.4	1.0	-0.4	-0.7	20.6	-1.6	-5.0
COc1ccc(NC(=S)N(CCC(C)C)C2CCN(C(C)=O)CC2)cc1	5.2	-0.7	-1.2	1.1	0.0	1.7	-2.7	0.0	-0.6	-4.7
Cc1ccc(O)c(C(=O)c2cnc3c(c2)COc2ccccc2-3)c1	35.7	/	8.8	0.4	12.4	11.4	-0.1	9.3	-0.5	-2.6
COc1ccc(NC(=S)N(Cc2ccc(Cl)cc2)Cc2ccc(C(=O)O)cc2)cc1Cl	20.4	1.3	-6.2	0.1	2.8	10.6	2.7	-13.5	i	-3.2
O=C(CNC(=O)N1CC(=O)Nc2ccccc21)NCc1ccccc1	-0.6	0.3	1.8	-0.2	-0.6	10.3	-1.0	-6.2	-0.4	-0.2
O=C(COc1ccc2ccccc2c1)Nc1cccc(C(=O)Nc2ccccc2C(=O)O)c1	7.6	/	-4.4	0.1	37.1*	33.7*	0.3	2.8	-0.3	3.9
Cc1cc(C(=O)N/N=C/c2cccc(OC(=O)c3ccco3)c2)n[nH]1	/	/	18.9	-0.1	0.6	-5.5	3.0	11.3	-0.2	-2.2
Cc1ccc(S(=O)(=O)N2CC3CCCN3c3ccc(C(F)(F)F)cc32)cc1 (stereo unspecified)	-15.5	/	28.7	0.6	0.1	-1.4	-6.5	1.6	-1.5	-2.1
CCOC(=O)c1c(C)[nH]c(N=Nc2cccc(C)c2)c1C	9.2	/	-1.7	-2.4	8.2	11.8	-3.8	1.0	1.9	4.8
Cc1c(C)n2c(SCC(=O)Nc3ccc4c(c3)OCCO4)nnc2[nH]c1=O	-3.9	-3.0	/	-13.6	-2.4	7.0	-3.4	6.5	-0.4	/
COc1ccc(-n2c(Cc3cccn3C)nnc2SCC(=O)Nc2ccc(C)cc2)cc1	22.9	0.4	3.4	0.1	0.2	4.5	-1.9	22.8	i	4.7
Cc1ccc(NC(=O)CNC(=O)c2ccc(Br)o2)nc1	7.7	-0.1	/	-5.7	1.4	-2.2	3.2	1.6	i	/
COC(=O)c1ccc(CNC(=O)c2ccc(S(=O)(=O)N3CCCC(C)C3)cc2)cc1 (stereo unspecified)	-16.1	-0.1	/	-0.3	-0.9	-0.7	2.4	49.8	-3.5	/
CCc1cccc2c1NC(=O)C2(O)N1CCCC(C)C1 (stereo unspecified)	-18.8	0.5	11.4	-1.6	0.2	-6.9	2.7	1.2	0.4	0.3
COc1cccc(CNC(=O)[C@@H]2CCCN2)c1	/	5.5	/	0.1	/	7.2	1.3	/	/	/
N#Cc1ccc(NC(=O)c2sc3cc(C(F)(F)F)cnc3c2-c2cccs2)cc1	-5.8	/	-4.2	0.7	-0.3	9.0	8.1	2.2	0.6	-0.2
S=C(Nc1cccc2ccccc12)NN1CCCCCC1	-5.8	1.8	/	-1.4	0.0	1.5	-8.7	8.5	i	/

Reprinted from the part before: 4 entries; new compounds follow.
SMILES	PriA SSB inh	TcdB GH inh	DUSP3 inh	BoNT A protease	PfHsp40 yeast	CCHFV vOTU inh	Anthrax LF prot	Yp Topo-I inh	Vc quorum ag	3CLpro inhibitor
CCc1cccc2c1NC(=O)C2(O)N1CCCC(C)C1 (stereo unspecified)	-18.8	0.5	11.4	-1.6	0.2	-6.9	2.7	1.2	0.4	0.3
COc1cccc(CNC(=O)[C@@H]2CCCN2)c1	/	5.5	/	0.1	/	7.2	1.3	/	/	/
N#Cc1ccc(NC(=O)c2sc3cc(C(F)(F)F)cnc3c2-c2cccs2)cc1	-5.8	/	-4.2	0.7	-0.3	9.0	8.1	2.2	0.6	-0.2
S=C(Nc1cccc2ccccc12)NN1CCCCCC1	-5.8	1.8	/	-1.4	0.0	1.5	-8.7	8.5	i	/
Cn1c(COc2ccccc2)nnc1SCC(=O)NNC(=O)C1CCCCC1	4.1	1.4	-27.1	-0.5	-1.0	8.6	-0.3	-7.1	-2.8	-0.2
Cc1ccccc1OCC(=O)NNC(=O)c1ccoc1C	2.8	0.9	/	-0.7	0.1	3.5	-3.6	3.5	-0.5	/
COc1cccc(CNc2ccc(F)c(Cl)c2)c1	-42.2	/	-23.4	-1.0	1.7	6.4	-3.3	0.3	-7.1	-0.8
CCOC(=O)c1ccc(CSc2nncn2N)o1	-1.4	/	-20.3	-0.6	-1.5	-2.2	2.6	-2.1	-2.9	6.5
COc1cc([N+](=O)[O-])ccc1NC(=S)N1CCOCC1	-8.7	-0.4	40.9	1.8	-0.8	-0.5	-2.1	-2.3	i	0.5
C=C(C)COc1ccc2c3c(c(=O)oc2c1OCC(=C)C)CCC3	-11.4	0.3	25.6	-1.4	-0.2	-6.7	-3.8	-0.5	-0.5	-4.5
CCOc1ccc(S(=O)(=O)NCCC(=O)NCC(C)(C)N2CCOCC2)cc1	5.6	0.8	/	8.6	-1.7	1.8	-6.6	0.6	0.9	/
